Screening results: PubChem, National Center for Advancing Translational Sciences (NCATS)
BRCA1 expr act: increases BRCA1 expression; MCF7-BRCA1-FFLuc reporter, luminescence, 48 h; response scale: scaled: vehicle 0%, 10 µM genistein 100%; Potency, µM (series often up to 46.1 µM), inactives show top-dose activation, actives largely listed as activators; actives 1.1% (n = 380,000); further: potency means the concentration at half of the fitted maximal effect; nearly all actives have a fitted effect of over 80% in size; some results filed as inactive show a strong effect at the top dose
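MCF7-BRCA1-FFLuc cells, 2000/well in phenol-red-free MEM, attached 2 h then treated 48 h at 37 C. Luciferase luminescence read 15 min after reagent; normalized to genistein maximum activation (10microM) and DMSO, concentration-response fitted.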
B2AR arrestin: agonists driving beta-arrestin recruitment to human beta2-adrenergic receptor; P07550; beta-arrestin recruitment to beta2AR, cell-based reporter; Potency, µM (titrated, usually from 46.1 µM), for the others: at the highest dose activation, hits mostly activators; actives 0.02% (n = 330,000); AID 492947;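 further: potency means the concentration at half of the fitted maximal effect; 0% = DMSO controls and full agonism = EC100 isoproterenol or metaproterenol; nearly all actives have a fitted effect of over 65% in size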
Target sequence (P07550 whole entry, looked up): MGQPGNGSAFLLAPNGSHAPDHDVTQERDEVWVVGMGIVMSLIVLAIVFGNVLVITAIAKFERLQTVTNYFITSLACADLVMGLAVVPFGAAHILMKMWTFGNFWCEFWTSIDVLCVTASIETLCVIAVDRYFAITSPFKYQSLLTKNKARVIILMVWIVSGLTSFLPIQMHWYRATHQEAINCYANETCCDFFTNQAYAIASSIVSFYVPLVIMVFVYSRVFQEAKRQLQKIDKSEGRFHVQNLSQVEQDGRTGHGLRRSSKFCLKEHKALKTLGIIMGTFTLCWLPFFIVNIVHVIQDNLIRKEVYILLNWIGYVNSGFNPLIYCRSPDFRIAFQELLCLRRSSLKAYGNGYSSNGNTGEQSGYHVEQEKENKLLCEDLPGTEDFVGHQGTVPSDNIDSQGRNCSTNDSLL
uPA surface inh: inhibitors of cell surface uPA generation | cell surface uPA generation assay, qHTS | Potency, µM (titrated, usually from 38.3 µM), for inactives: at the highest dose activity change, negative = inhibition, actives largely listed as inhibitors | actives 0.31% (n = 330,000) | AID 540303; active means well fitted inhibition curve with a large enough effect; inconclusive means small, poorly fitted or top-dose-only effect; inactive means no such curve, though single readings can be large or run the other way; tested in mouse RAW 264.7 cells; further: potency means the concentration at half of the fitted maximal effect; on the % scale 0 is the no-effect control and ±100 the full control effect; nearly all actives have a fitted effect of over 55% in size
Integrin act MD: activators of alpha7 integrin expression for muscular dystrophy; alpha7betagal myoblasts, beta-gal FDG fluorescence, 48 h; Potency, µM (highest dose often 38.3 µM), for the others: at the top dose activation, hits mostly activators; actives 0.064% (n = 350,000);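 further: potency means the concentration at half of the fitted maximal effect; 100% = response of the positive control SU9516; nearly all actives have a fitted effect of over 60% in size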
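alpha7betagal+/- myoblasts (passage 13, 250/well) treated 48 h at 37C with compounds at 1:260 dilution of DMSO stock. Lysed, then beta-galactosidase activity read as FDG fluorescence (ex 480/em 540) after 30 min, with pre-read for autofluorescence.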
Eya2 inh: blocks the phosphatase activity of human Eya2; O00167; Potency, µM (highest dose often 76.9 µM), for inactives: top-dose activity, negative = inhibition, hits mostly inhibitors; actives 0.006% (n = 330,000); recombinant Eya2, OMFP fluorescence dephosphorylation (OMFP is methylfluorescein phosphate); further: potency means the concentration at half of the fitted maximal effect; on the % scale 0 is the no-effect control and ±100 the full control effect
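Eya2 protein (added as 0.2 uM solution) was preincubated with compound for 10 min at ambient temperature in 50 mM HEPES pH 7.5, 50 mM NaCl, 5 uM MgCl2, 0.05% BSA, 1 mM DTT. OMFP (added at 50 uM) then reacted 10 min; fluorescence read at 485/525 nm.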
ELG1 genotox: inducers of genotoxicity in HEK293T ELG1-luciferase cells. AID 504466. HEK293T ELG1-luciferase reporter, luminescence, 16 h. Potency, µM (titrated, usually from 46 µM), inactives show at the top dose activity change, positive = activation, usual class: activators. actives 1.3% (n = 330,000); further: potency means the concentration at half of the fitted maximal effect; % of control where 0% means no effect; nearly all actives have a fitted effect of over 60% in size
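After overnight (16 hr) compound treatment at 37 °C, ELG1-luciferase HEK293T cells were lysed with ONE-Glo; luminescence quantified 30 min later at room temperature.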
USP2a inh: inhibitors of human ubiquitin-specific protease USP2a; USP2 core, Ub-CHOP2 coupled fluorogenic reporter, 485/531; Potency, µM (highest dose often 38.3 µM), without a hit: at the top dose activity change, negative = inhibition, most hits filed as inhibitors; actives 0.01% (n = 330,000); AID 463254;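 further: potency means the concentration at half of the fitted maximal effect; plate controls were DMSO wells for no effect and full inhibition by NEM control for full effect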
Target sequence (O75604 whole entry, looked up): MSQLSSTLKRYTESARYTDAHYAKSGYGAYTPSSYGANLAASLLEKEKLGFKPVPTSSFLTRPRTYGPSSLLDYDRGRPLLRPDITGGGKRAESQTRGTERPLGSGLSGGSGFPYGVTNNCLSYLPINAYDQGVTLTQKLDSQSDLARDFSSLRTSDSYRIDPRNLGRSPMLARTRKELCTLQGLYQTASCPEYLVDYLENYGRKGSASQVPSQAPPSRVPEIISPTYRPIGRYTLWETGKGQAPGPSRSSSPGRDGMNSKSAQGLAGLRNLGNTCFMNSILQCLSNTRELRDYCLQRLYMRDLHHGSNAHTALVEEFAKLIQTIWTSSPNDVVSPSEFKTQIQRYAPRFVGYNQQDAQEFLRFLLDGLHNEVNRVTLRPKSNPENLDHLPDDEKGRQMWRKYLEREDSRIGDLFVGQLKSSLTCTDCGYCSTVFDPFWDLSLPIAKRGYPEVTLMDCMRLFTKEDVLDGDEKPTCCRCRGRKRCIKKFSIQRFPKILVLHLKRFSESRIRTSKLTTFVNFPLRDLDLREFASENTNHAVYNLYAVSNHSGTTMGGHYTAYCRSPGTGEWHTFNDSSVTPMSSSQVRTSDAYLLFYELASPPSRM
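Deubiquitinase activity read as fluorescence (485/531 nm) after Ub-CHOP2 cleavage activates the enterokinase reporter on its substrate; USP2 core 10nM, Ub-CHOP2 and substrate 25nM each, 30min compound preincubation then 60min RT; data normalized to NEM, curves fitted.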
ASM inhibitor: human S-ASM enzyme inhibition. placental ASM, HMU-PC fluorogenic substrate, 60 min. Potency, µM (top dose mostly 57.5 µM), for the others: at the top dose activity change, negative = inhibition, actives largely listed as inhibitors. AID 504937. actives 0.006% (n = 340,000); further: potency means the concentration at half of the fitted maximal effect
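Fluorogenic HMU-PC substrate (9 uM final) is turned over by placental ASM in 60 min at 37 C after a 10 min compound preincubation. Reaction ended by alkaline stop (pH 10), with fluorescence read at 386/447 nm.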
TRPV1 ag: activates the human vanilloid receptor TRPV1 | TRPV1-expressing cells, Fluo-8 calcium influx, agonist mode | activation, % at 8.33 µM | actives 0.19% (n = 320,000) | AID 540275; in the data active means activation above about 80%; inconclusive means between about 30% and that limit; further: 0% is about no effect
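Fluo-8 calcium influx in TRPV1-expressing cells, kinetic read (ex 480/em 520 nm). Compound added and read 3 min for agonist activity, followed by capsaicin at EC20 final and 2 min further read for enhancement.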
PTAP TSG101 blk: blocks PTAP/TSG101 interaction to inhibit HIV-1 budding. Q99816. Fluorescence polarization, FITC-PTAP peptide / Tsg101 binding. Potency, µM (series often up to 115 µM), inactives show top-dose activity change, negative = inhibition, hits mostly inhibitors. 340,000 tested, under 10 active; active means well fitted inhibition curve with a large enough effect in the main read-out, with a control signal flat, not every such curve was filed as active; inconclusive means small, poorly fitted or top-dose-only effect, or effect the other way, or a change in a side signal; inactive means no such curve, though single readings can be large or run the other way; further: potency means the concentration at half of the fitted maximal effect; % of control where 0% means no effect
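Fluorescence polarization binding of Tsg101 binding domain (10 uM final) to FITC-labeled PTAP peptide (50 nM final) in HEPES pH 7.5 buffer with NaCl, Tween 20, EDTA, TCEP. Compounds added before peptide; binding 20 min at RT.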
p53 reactivation: mutant p53 re-activation in reporter cells. H1299 p53-A138V BP100-luciferase reporter, luminescence, 24 h. Potency, µM (doses to about 92.2 µM), inactives show top-dose activity change, positive = activation, most hits filed as activators. actives 0.063% (n = 320,000). AID 504706; further: potency means the concentration at half of the fitted maximal effect; % of control where 0% means no effect; nearly all actives have a fitted effect of over 45% in size
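p53-null H1299 cells stably carrying temperature-sensitive p53-A138V and a BP100-luciferase reporter were pinned with compounds (4-point, 1:5 series) and held 24 hrs at 37 deg C. Luminescence was read 10 min after detection reagent.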
An asterisk follows results filed as active; ? = inconclusive; · = not tested or not shown; [ ] = another dose, or the depositor's remark. Unless noted, the call rests on the fitted dose curve; in most records, active means well fitted curve in the direction sought with a large enough effect; inconclusive means small, poorly fitted or top-dose-only effect, or another doubt; inactive means no such curve, though single readings can be large; an effect the other way counts as inactive or inconclusive.

SMILES	BRCA1 expr act	B2AR arrestin	uPA surface inh	Integrin act MD	Eya2 inh	ELG1 genotox	USP2a inh	ASM inhibitor	TRPV1 ag	PTAP TSG101 blk	p53 reactivation
CCCC(=O)N1CCN(c2ccc(NC(=O)c3ccc([N+](=O)[O-])o3)cc2)CC1	-90.3%[inhibitor]	0.2%	-13.4%	-67.2%[inhibitor]	5.3%	-0.5%	3.4%	-7.2%	-1.3	-2.9%	-14.5%
CC(O)c1cccc(NC(=O)CC(c2ccccc2)c2ccccc2)c1 (configuration not stated)	-25.5%	-0.4%	21.2%	5.8%	-4.3%	-12.4%	1.5%	3.5%	24.8	-5.1%	-3.6%
COC(=O)CNc1cccc(C(F)(F)F)c1	-17.5%	-0.3%	0.2%	-16.8%	10.3%	-0.7%	-2.4%	3.5%	1.5	3.6%	1.5%
COCCN(C(=O)CSc1nnc(-c2ccccc2F)n1N)c1c(N)n(Cc2ccccc2)c(=O)[nH]c1=O	-4.0%	-0.3%	1.5%	-1.9%	3.8%	1.6%	-1.0%	6.1%	-0.7	-1.6%	7.2%
COc1ccccc1C(=O)N/C(=C\c1ccccc1)C(=O)NC(C)C(=O)O (configuration not stated)	-3.7%	0.1%	6.0%	-36.9%	-4.0%	16.3%	3.2%	5.5%	10.8	-1.2%	2.0%
N/C(Cc1ccc([N+](=O)[O-])cc1)=N\OC(=O)C1CCCCC1	50.0%	-0.8%	-2.1%	?	4.9%	-0.9%	0.3%	-3.8%	-0.4	-2.2%	-0.3%
CCN(CC)c1ccc(/C=C2/C(=O)c3ccc(C(=O)O)cc3C2=O)cc1	-4.5%	0.7%	-4.2%	5.0%	26.1%	?	13.1%	18.3%	?	?	?
O=[N+]([O-])c1ccc(N/N=C/c2cccc(O)c2O)cc1	?	3.4%	-12.2%	-14.1%	5.7%	11.6µM*	0.7%	-3.4%	1.0	3.7%	?
COc1ccc(NC(=O)C(c2ccc(C)cc2)N(C)C(=O)c2ccc(=O)[nH]c2)cc1 (configuration not stated)	-0.9%	-0.4%	0.4%	-28.9%	1.8%	3.1%	-1.5%	-0.5%	-3.8	0.6%	-4.9%
N#Cc1cccnc1N1CCN(C(=O)c2ccc3c(c2)S(=O)(=O)c2ccccc2C3=O)CC1	-8.8%	·	-3.1%	-15.5%	·	·	·	-0.7%	·	-2.9%	·
CCOC(=O)c1cc(C)n(S(=O)(=O)c2ccc(C)cc2)c1C	1.0%	-0.2%	-0.6%	-2.2%	-11.0%	-5.4%	-7.5%	-8.0%	10.1	0.5%	2.6%
CC(NC(=O)Nc1ccc(Cl)cc1)c1ccccc1 (configuration not stated)	0.0%	0.4%	19.6%	0.0%	-9.5%	-1.4%	-1.8%	5.3%	?	-6.0%	12.3%
CC1=CC(C)(C)N(C(=O)c2ccccc2)c2ccc(C)cc21	-10.7%	-1.6%	7.6%	-23.7%	6.9%	-10.3%	2.5%	-12.8%	10.9	-2.9%	0.6%
CC1(C)CCCN(Cc2c(O)ccc3c(=O)c(-c4nc5ccccc5s4)c(N)oc23)C1	?	-0.1%	0.2%	27.7%	-10.5%	?	-1.2%	-2.3%	1.9	-4.0%	15.4%
O=[N+]([O-])c1cc(S(=O)(=O)N2CCCCCC2)ccc1F	-99.3%	-0.1%	-9.9%	-49.0%[inhibitor]	6.0%	-15.0%	-0.5%	2.6%	-1.3	-0.4%	-39.8%[inhibitor]
O=C(COC(=O)c1n[nH]c2ccccc12)c1ccc(F)c(F)c1	12.7%	0.2%	2.9%	0.0%	-1.2%	2.4%	0.2%	-1.9%	-2.9	-2.4%	7.6%
CCc1ccc(Nc2n[n+](C)c(-c3ccc(C(=O)O)cc3)s2)cc1	·	3.4%	·	·	-10.3%	-0.1%	-1.5%	·	-0.4	·	4.7%
COc1ccc(C(=O)N2CCC(C(=O)Nc3ccc4c(c3)OCO4)CC2)cc1	-11.4%	-0.2%	5.2%	14.1%	-0.1%	1.3%	4.0%	-1.8%	19.7	-2.6%	11.9%
O=C(C/C=N/OCc1ccc(Cl)cc1Cl)c1ccc(Cl)cc1	1.0%	0.4%	2.3%	9.4%	17.7%	4.4%	2.1%	-4.4%	-2.3	-1.7%	-2.3%
Cc1nc2ccccn2c1C(=O)N/N=C/c1ccc(F)cc1	13.7%	-0.2%	0.5%	23.9%	-3.4%	3.2%	-0.2%	2.6%	0.9	-4.3%	·
Cc1ccc(NC(=O)CN(C)CC(=O)Nc2ccc(F)c(Cl)c2)cc1	-1.4%	-0.1%	-37.8%	?	-15.4%	1.9%	-5.3%	-1.7%	22.9	-3.5%	-5.4%
Cc1nc(NCCCn2ccnc2)c2ccccc2n1	-22.1%	0.0%	10.0%	-14.3%	-9.8%[15.4 µM]	-0.1%	1.0%	-1.2%	-3.1	-1.1%	5.6%
COc1cc(CNCCc2ccccc2)cc(Br)c1OCC(=O)Nc1ccccc1C	-24.1%	-0.6%	-8.9%	-67.6%[inhibitor]	-4.8%	1.3%	-1.7%	-4.1%	0.4	-2.3%	-3.4%
CC1(OC(=O)CCc2ccccc2)C(=O)C=C2C=C(c3ccc(C#N)cc3)N(C3CCCCC3)C=C2C1=O (configuration not stated)	-32.4%	-0.4%	-21.7%	-11.5%	0.8%	-0.3%	-13.2%	17.8%	-0.9	-3.1%	0.8%
CCCC(=O)Nc1c(C)n[nH]c1C	3.9%	-0.4%	4.0%	12.6%	-1.8%	0.1%	3.6%	2.1%	-3.9	-4.3%	2.3%

Reprinted from the part before: three entries, followed by the next part.
SMILES	BRCA1 expr act	B2AR arrestin	uPA surface inh	Integrin act MD	Eya2 inh	ELG1 genotox	USP2a inh	ASM inhibitor	TRPV1 ag	PTAP TSG101 blk	p53 reactivation
COc1cc(CNCCc2ccccc2)cc(Br)c1OCC(=O)Nc1ccccc1C	-24.1%	-0.6%	-8.9%	-67.6%[inhibitor]	-4.8%	1.3%	-1.7%	-4.1%	0.4	-2.3%	-3.4%
CC1(OC(=O)CCc2ccccc2)C(=O)C=C2C=C(c3ccc(C#N)cc3)N(C3CCCCC3)C=C2C1=O (configuration not stated)	-32.4%	-0.4%	-21.7%	-11.5%	0.8%	-0.3%	-13.2%	17.8%	-0.9	-3.1%	0.8%
CCCC(=O)Nc1c(C)n[nH]c1C	3.9%	-0.4%	4.0%	12.6%	-1.8%	0.1%	3.6%	2.1%	-3.9	-4.3%	2.3%
C[C@H](CO)N1C[C@H](C)[C@@H](CN(C)C(=O)Nc2ccc3c(c2)OCO3)Oc2c(NS(=O)(=O)c3ccccc3)cccc2C1=O	-6.1%	-0.6%	8.2%	9.4%	-13.3%	0.6%	1.8%	-5.4%	·	-5.9%	1.5%
CC(=O)n1cc([C@@H]2C=C(C(=O)N3CCN(Cc4ccccc4)CC3)O[C@H](OCc3ccc(CO)cc3)C2)c2ccccc21	-49.7%	0.4%	?	-23.5%	-10.2%	-15.0%	-0.3%	-11.4%	2.7	·	-5.9%
O=C(CC(Nc1ccccc1)c1ccccc1)C1CC1 (configuration not stated)	-7.2%	-0.3%	-2.5%	-21.1%	0.1%	-2.8%	1.4%	-0.2%	24.1	-0.5%	-5.0%
CC(C)CCn1c(=O)c2sccc2n2c(CCCC(=O)N3CCN(c4ccccn4)CC3)nnc12	-7.8%	-0.8%	-6.8%	-24.0%	3.3%	-6.2%	2.5%	-0.9%	-1.2	-6.0%	-2.0%
CS(=O)(=O)c1nc(-c2ccccc2)cc(C(F)(F)F)n1	-92.0%	0.0%	-12.4%	-57.9%[inhibitor]	-7.0%	-9.4%	2.7%	1.4%	-2.2	-1.9%	-41.3%[inhibitor]
Cc1csc(NC(=O)Cc2ccccc2[N+](=O)[O-])n1	-3.3%	-0.2%	4.6%	15.0%	-4.5%	4.3%	1.4%	3.7%	2.6	-1.9%	7.5%
CC1Sc2ccc(C(=O)O)cc2NC1=O (configuration not stated)	1.7%	0.0%	5.1%	11.0%	13.4%	-0.1%	1.5%	4.8%	-3.8	-4.7%	0.7%
O=C(CSc1nc2[nH]ncc2c(=O)[nH]1)Nc1ccc(Cl)c(Cl)c1	-1.4%	0.1%	14.6%	-6.1%	-2.4%	-7.2%	3.3%	-7.1%	-1.9	-1.4%	-0.2%
COc1ccc(/C=C2\C(=O)NC(=S)N2C(=O)c2ccc(F)cc2)cc1	9.0%	-0.1%	-4.5%	-6.4%	-4.2%	-1.0%	2.3%	·	16.1	35.4%[activator]	?
